# Screens (PubChem)
# EZH2 inh: blocks human EZH2/PRC2 H3K27 methylation | inhibition, % at 12.5 µM | actives 0.35% (n = 57,000) | Q15910 | DELFIA TRF, 1 h;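 active means mean inhibition of replicates at least 50% and every single replicate also reaching 50%; inconclusive means mean inhibition at least 50% but some replicate falls below 50%; inactive means mean inhibition under 50%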;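 further: dimethyl H3K27 on biotinylated H3 21-44 peptide detected by antibody; plate controls were median neutral control wells for no effect and median positive control wells for full effect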
# Target sequence (Q15910 whole entry, looked up): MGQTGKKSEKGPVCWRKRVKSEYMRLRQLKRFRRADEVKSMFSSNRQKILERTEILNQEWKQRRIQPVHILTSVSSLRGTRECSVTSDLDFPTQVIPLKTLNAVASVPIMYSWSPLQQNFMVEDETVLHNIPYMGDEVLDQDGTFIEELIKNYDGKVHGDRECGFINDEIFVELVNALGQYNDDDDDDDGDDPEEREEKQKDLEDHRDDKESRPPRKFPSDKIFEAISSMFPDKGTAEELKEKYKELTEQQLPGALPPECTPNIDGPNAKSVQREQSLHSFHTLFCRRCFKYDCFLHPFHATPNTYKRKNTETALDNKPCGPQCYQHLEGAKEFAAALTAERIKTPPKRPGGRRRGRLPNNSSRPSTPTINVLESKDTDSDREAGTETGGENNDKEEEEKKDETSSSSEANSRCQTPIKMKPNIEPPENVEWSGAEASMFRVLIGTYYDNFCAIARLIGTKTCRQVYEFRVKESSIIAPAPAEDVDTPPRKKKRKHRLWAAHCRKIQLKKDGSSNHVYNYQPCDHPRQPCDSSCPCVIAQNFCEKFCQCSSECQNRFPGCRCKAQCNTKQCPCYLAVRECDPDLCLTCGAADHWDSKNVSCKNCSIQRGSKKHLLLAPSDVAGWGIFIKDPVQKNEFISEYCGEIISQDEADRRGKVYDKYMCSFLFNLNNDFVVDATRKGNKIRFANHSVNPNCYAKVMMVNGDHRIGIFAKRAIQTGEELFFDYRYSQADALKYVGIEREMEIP
# IDH1 mut inh: blocks human IDH1 R132H reductase activity; O75874; diaphorase/resazurin fluorescence, 60 min; inhibition, % at 10 µM; actives 0.18% (n = 70,000); AID 624101; in the data active means inhibition above about 34%; inconclusive means no clear call, values can overlap the other calls; inactive means below about 11%;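 further: 0% = DMSO and 100% = no enzyme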
# An asterisk follows results filed as active; ? = inconclusive; · = not tested or not shown. Not all compounds are listed, so the mix of outcomes need not match the whole.
# Sample of the layout (2 entries):
Compound | EZH2 inh | IDH1 mut inh
Cc1ccnc(NC(c2ccccn2)c2ccc3ccc(C)nc3c2O)c1 (stereo unspecified) | 11 | 0.6
COCC(=O)N1C[C@@H](C)[C@H](OC)CN(C)C(=O)c2ccc(NC(=O)C3CCC3)cc2OC[C@@H]1C | -1 | 0.0

# The listing, repeating the preview:
Compound | EZH2 inh | IDH1 mut inh
Cc1ccnc(NC(c2ccccn2)c2ccc3ccc(C)nc3c2O)c1 (stereo unspecified) | 11 | 0.6
COCC(=O)N1C[C@@H](C)[C@H](OC)CN(C)C(=O)c2ccc(NC(=O)C3CCC3)cc2OC[C@@H]1C | -1 | 0.0
Cc1ccc(-n2nnnc2SCC(=O)Nc2c(C)n(C)n(-c3ccccc3)c2=O)cc1 | 8 | -0.3
Cc1noc(C)c1S(=O)(=O)N(C)C[C@@H]1OCCCC[C@H](C)Oc2ccc(NC(=O)NC(C)C)cc2C(=O)N([C@H](C)CO)C[C@@H]1C | · | 4.4
O=S(=O)(NCC[C@H]1CC[C@@H](NS(=O)(=O)c2ccccc2Cl)[C@H](CO)O1)c1ccc(F)cc1 | 1 | 0.1
C[C@@H]1CN([C@@H](C)CO)C(=O)c2cc(NC(=O)CCC(F)(F)F)ccc2O[C@H]1CN(C)S(=O)(=O)c1ccc(F)cc1 | 2 | ·
O=C(C1=C[C@H](c2coc3ccccc3c2=O)C[C@H](OCCCCO)O1)N1CCOCC1 | 8 | ·
O=C(N[C@H]1CC[C@H](CCNS(=O)(=O)c2cccc(Cl)c2)O[C@H]1CO)c1ccncc1 | 26 | -0.1
CC(C)NC(=O)Nc1ccc2c(c1)CC(=O)N([C@@H](C)CO)C[C@H](C)[C@@H](CN(C)C(=O)Nc1cccc3ccccc13)O2 | 24 | -1.3
COc1ccc(-c2cnc3c(c2)C(=O)N([C@@H](C)CO)C[C@H](C)[C@@H](CN(C)C(=O)C2CCCCC2)O3)cc1 | -4 | ·
CC(=O)N(C)C[C@@H]1Oc2cc(-c3ccncc3)ccc2S(=O)(=O)N([C@@H](C)CO)C[C@@H]1C | 4 | 4.3
CN1CCN(C(=O)C[C@H]2C[C@H]3c4cc(NC(=O)Nc5ccccc5F)ccc4O[C@H]3[C@H](CO)O2)CC1 | 8 | -0.5
COc1ccc2c(c1O)CN(C)CCc1cc3c(cc1C(=O)C2)OCO3 | · | -0.7
C[C@@H]1CCCCO[C@@H](CN(C)C(=O)Nc2ccccc2)[C@@H](C)CN([C@@H](C)CO)C(=O)c2cc(NS(=O)(=O)c3ccc(F)cc3)ccc2O1 | · | 1.4
C[C@@H]1CN([C@@H](C)CO)C(=O)c2cccc(NC(=O)Nc3ccc4c(c3)OCO4)c2O[C@@H]1CN(C)C(=O)Nc1ccccc1 | · | 0.2
CO[C@@H]1CN(C)C(=O)c2ccc(NC(C)=O)cc2OC[C@@H](C)N(CCc2ccccc2)C[C@H]1C | 1 | 0.1
COC(=O)c1ccc(OCC(=O)Nc2ccsc2C(=O)OC)cc1 | -9 | 0.2
Cc1nn(-c2ccccc2)c(C)c1NC(=O)COc1ccc2ccccc2c1 | 2 | -0.3
C[C@@H]1CN([C@@H](C)CO)C(=O)Cc2cc(NS(=O)(=O)c3cccs3)ccc2O[C@H]1CN(C)C(=O)Nc1cccc2ccccc12 | · | -0.2
COc1cccc(S(=O)(=O)N(C)C[C@H]2Oc3cc(C#CCN(C)C)ccc3S(=O)(=O)N([C@H](C)CO)C[C@@H]2C)c1 | -14 | -6.1
C[C@H]1CN([C@@H](C)CO)S(=O)(=O)c2ccc(-c3ccccc3)cc2O[C@H]1CN(C)C(=O)c1ccccc1F | -8 | ·
COc1ccc(CN(C)C[C@@H]2Oc3c(NS(=O)(=O)c4ccc(F)cc4)cccc3C(=O)N([C@@H](C)CO)C[C@@H]2C)cc1 | -3 | ·
CSc1nc(-c2ccco2)nn1C(=O)c1ccccc1 | -1 | 0.0
CCOC(=O)CSc1nc(N)c2c3c(sc2n1)COC(C)(C)C3 | 2 | -0.3
Cc1ccc(S(=O)(=O)Nc2ccc3c(c2)C(=O)N([C@H](C)CO)C[C@@H](C)[C@@H](CN(C)Cc2ccc4c(c2)OCO4)OCCCC[C@@H](C)O3)cc1 | · | 1.6
COC(=O)Cc1c(C)c2c(OCC(N)=O)cc(C)cc2oc1=O | -4 | 0.1
O=C(COc1ccc([N+](=O)[O-])cc1)Nc1ccc2oc(-c3ccc(Br)cc3)nc2c1 | 16 | -0.6
C[C@@H]1CCCCO[C@@H](CN(C)C)[C@@H](C)CN([C@H](C)CO)C(=O)c2cc(NC(=O)c3ccncc3)ccc2O1 | -5 | 2.6
CO[C@H]1CN(C)C(=O)c2cc(NC(=O)c3ccccc3)ccc2OC[C@@H](C)N(CC2CC2)C[C@@H]1C | -26 | ·
COc1ccc(CN(C)C[C@@H]2OCCCC[C@H](C)Oc3ccc(NC(=O)Nc4cccc5ccccc45)cc3C(=O)N([C@@H](C)CO)C[C@@H]2C)cc1 | · | -5.7

# Exported field by field: two of the compounds above.
Molecule: Cc1nn(-c2ccccc2)c(C)c1NC(=O)COc1ccc2ccccc2c1
  EZH2 inh = 2; IDH1 mut inh = -0.3

Molecule: COc1ccc(CN(C)C[C@@H]2Oc3c(NS(=O)(=O)c4ccc(F)cc4)cccc3C(=O)N([C@@H](C)CO)C[C@@H]2C)cc1
  EZH2 inh = -3; IDH1 mut inh = ·

# The list continues:
Compound | EZH2 inh | IDH1 mut inh
COc1ccc(NC(=O)N[C@H]2CC[C@H](CCNC(=O)Nc3cc(F)ccc3F)O[C@@H]2CO)cc1 | 4 | 0.2
C[C@H]1CN([C@@H](C)CO)C(=O)c2cc(NC(=O)Nc3ccc4c(c3)OCO4)ccc2O[C@H]1CN(C)C(=O)Nc1ccccc1 | · | 7.5
O=c1c2ccccc2nc(CSc2nnc3c4ccccc4nc(-c4ccccc4)n23)n1-c1ccccc1F | 7 | 0.1
CCN(CC)CCCCC1CCN(CC(=O)N2c3ccccc3C(=O)Nc3cccnc32)CC1 | 26 | -0.4
O=C(C[C@@H]1C[C@@H]2c3cc(NC(=O)Cc4ccncc4)ccc3O[C@@H]2[C@H](CO)O1)NCc1cccc(F)c1 | -18 | 0.0
C/C=C/c1cnc2c(c1)C(=O)N([C@H](C)CO)C[C@@H](C)[C@H](CN(C)S(=O)(=O)c1ccc(OC)cc1)O2 | · | -0.5
C[C@H]1CN([C@@H](C)CO)C(=O)Cc2cc(NC(=O)Nc3ccc(C(F)(F)F)cc3)ccc2O[C@@H]1CN(C)S(=O)(=O)c1ccc(F)cc1 | · | 0.1
CC(C)CC#Cc1ccc2c(c1)O[C@H](CN(C)C(=O)Cc1ccccc1)[C@H](C)CN([C@H](C)CO)S2(=O)=O | -14 | -0.5
COc1ccccc1NC(=O)N[C@H]1CC[C@@H](CCn2cc(-c3ccccc3OC)nn2)O[C@H]1CO | -7 | -0.2
COc1ccccc1C1=NOC(Cn2c(NCc3ccccc3)nc3c2c(=O)n(C)c(=O)n3C)C1 (stereo unspecified) | 3 | -0.4
C[C@@H]1CN([C@H](C)CO)C(=O)c2cc(C#CCc3ccccc3)cnc2O[C@H]1CN(C)Cc1ccc(C(=O)O)cc1 | ? | 0.6
COc1ccc(S(=O)(=O)Nc2ccc3c(c2)CC(=O)N([C@@H](C)CO)C[C@H](C)[C@H](CN(C)C(=O)Nc2ccc(F)cc2)O3)cc1 | · | 0.1
O=C(CSc1oc(-c2ccccc2)nc1S(=O)(=O)c1ccccc1)Nc1ccc(F)cc1 | 20 | 0.8
COc1ccc(S(=O)(=O)N(C)C[C@@H]2Oc3ccc(NC(=O)Cc4ccccc4)cc3C(=O)N([C@@H](C)CO)C[C@@H]2C)cc1 | · | 1.1
CC(=O)N(C)C[C@H]1OCc2ccccc2-c2ccccc2C(=O)N([C@@H](C)CO)C[C@H]1C | 8 | -2.7
Cc1cccc(N=C2NC(=O)/C(=C/c3ccc(F)cc3)S2)c1C | 42 | 0.7
CN1C(=O)N[C@@H]2c3ccccc3O[C@@]1(C)[C@@H]2CO[Si](C)(C)C(C)(C)C | 3 | ·
Cc1ccccc1S(=O)(=O)N[C@@H]1CC[C@H](CCn2cc(-c3ccccc3)nn2)O[C@@H]1CO | 5 | 0.1
COC(=O)c1ccc(NC(=O)CSc2nncc3ccccc23)cc1 | 6 | -0.2
CC1=C(/C=C/C(C)=C\C=C\C(C)=C\C(=O)O)C(C)(C)CCC1 | · | -0.7
C[C@H](CO)N1C[C@H](C)[C@H](CN(C)S(=O)(=O)c2ccc(F)cc2)Oc2ccc(NC(=O)NC3CCCCC3)cc2CC1=O | -14 | 4.2
O=[N+]([O-])c1cccc(S(=O)(=O)NCCCn2ccnc2)c1 | -3 | 11
Cc1ccc(S(=O)(=O)N(C)C[C@@H]2Oc3c(NS(=O)(=O)c4cccs4)cccc3C(=O)N([C@H](C)CO)C[C@@H]2C)cc1 | · | 0.9
Cc1ccc(S(=O)(=O)N(C)C[C@H]2Oc3c(NC(=O)C4CCOCC4)cccc3C(=O)N([C@@H](C)CO)C[C@@H]2C)cc1 | 5 | 0.3
CCn1c(SCC(=O)Nc2ccccc2OC)nnc1-c1ccncc1 | 15 | 0.5
CS(=O)(=O)Nc1ccc(C(=O)NCc2cccnc2)cc1 | -11 | -0.1
CC(C)NC(=O)Nc1ccc2c(c1)C(=O)N([C@@H](C)CO)C[C@H](C)[C@H](CN(C)S(=O)(=O)c1ccc(F)cc1)O2 | -4 | ·
Cc1noc(C)c1NC(=O)N(C)C[C@H]1Oc2ccc(NC(=O)CCCN(C)C)cc2C(=O)N([C@@H](C)CO)C[C@@H]1C | · | 1.1
COc1cccc(-c2ccc3c(c2)O[C@H](CN(C)Cc2cncnc2)[C@@H](C)CN([C@H](C)CO)S3(=O)=O)c1 | 4 | -1.9
C[C@@H]1CCCCO[C@@H](CN(C)C(=O)CCC(F)(F)F)[C@@H](C)CN([C@H](C)CO)C(=O)c2cc(NC(=O)CCC(F)(F)F)ccc2O1 | · | 1.5

# Reformatted with each value named: four of the compounds above
CCN(CC)CCCCC1CCN(CC(=O)N2c3ccccc3C(=O)Nc3cccnc32)CC1
  EZH2 inh: 26
  IDH1 mut inh: -0.4
Cc1noc(C)c1NC(=O)N(C)C[C@H]1Oc2ccc(NC(=O)CCCN(C)C)cc2C(=O)N([C@@H](C)CO)C[C@@H]1C
  EZH2 inh: ·
  IDH1 mut inh: 1.1
C[C@H]1CN([C@@H](C)CO)C(=O)Cc2cc(NC(=O)Nc3ccc(C(F)(F)F)cc3)ccc2O[C@@H]1CN(C)S(=O)(=O)c1ccc(F)cc1
  EZH2 inh: ·
  IDH1 mut inh: 0.1
Cc1ccc(S(=O)(=O)N(C)C[C@@H]2Oc3c(NS(=O)(=O)c4cccs4)cccc3C(=O)N([C@H](C)CO)C[C@@H]2C)cc1
  EZH2 inh: ·
  IDH1 mut inh: 0.9

# (cont.)
Molecule	EZH2 inh	IDH1 mut inh
CN(C)CCCNC(=O)C[C@H]1CC[C@H](NC(=O)c2ccccc2F)[C@@H](CO)O1	7	0.0
O=C(NCC[C@@H]1CC[C@H](NC(=O)C2CCOCC2)[C@H](CO)O1)Nc1ccc(Cl)cc1	-20	0.0
COc1ccc(S(=O)(=O)N[C@@H]2C=C[C@H](CC(=O)N3CCN(c4ccccc4)CC3)O[C@@H]2CO)cc1	8	-0.2
C[C@@H]1CN([C@@H](C)CO)C(=O)c2cccc(NC(=O)NC3CCCCC3)c2O[C@H]1CN(C)Cc1ccncc1	-12	·
O=C(C[C@H]1CC[C@@H](NC(=O)CC2CC2)[C@@H](CO)O1)NCC(F)(F)F	-11	-0.1
CN(C)CC(=O)N[C@@H]1CC[C@H](CCn2cc(C3CCCCC3)nn2)O[C@@H]1CO	-7	0.3
CCOc1c(CNCc2ccccn2)cccc1OC	2	-0.1
Cn1nnnc1SCC(=O)Nc1cccc(Cl)c1	-18	0.2
COC(=O)c1ccc(C)c(NC(=O)CN(c2ccc(F)cc2)S(C)(=O)=O)c1	6	2.0
C[C@@H]1CN([C@H](C)CO)S(=O)(=O)c2ccc(-c3ccccc3)cc2O[C@H]1CN(C)Cc1ccccn1	7	1.9
C[C@@H]1CN([C@@H](C)CO)C(=O)c2cc(-c3ccccc3F)cnc2O[C@@H]1CN(C)C(=O)c1cnccn1	2	-23
Cc1noc(C)c1NC(=O)Nc1ccc2c(c1)C(=O)N([C@@H](C)CO)C[C@H](C)[C@@H](CN(C)CC1CCCCC1)O2	3	1.1
O=C(COc1ccccc1)Nc1cccc(Oc2ccc3c(c2)C(=O)NC3=O)c1	20	1.6
COC(=O)c1ccc(COc2ccc3c(C)cc(=O)oc3c2)o1	7	-0.2
[N-]=[N+]=NCc1ccccc1C[C@]1(C(=O)N2CCOCC2)COC(c2ccc(OCCCO)cc2)=N1	19	·

Molecule	EZH2 inh	IDH1 mut inh
CC(C)NC(=O)Nc1ccc2c(c1)C(=O)N([C@H](C)CO)C[C@H](C)[C@@H](CN(C)C)OCCCC[C@H](C)O2	-3	1.0
COc1ccc(NC(=O)N(C)C[C@@H]2Oc3ccc(NS(=O)(=O)c4ccc(C)cc4)cc3CC(=O)N([C@@H](C)CO)C[C@@H]2C)cc1	·	0.3
C[C@@H]1CN([C@@H](C)CO)C(=O)c2cc(NC(=O)Cc3ccccc3)ccc2O[C@@H]1CN(C)Cc1ccc2c(c1)OCO2	11	2.2
CCCN1C[C@H](C)[C@H](OC)CN(C)C(=O)c2cc(NC(=O)c3cnccn3)ccc2OC[C@H]1C	3	-0.2
C[C@H]1CN([C@@H](C)CO)C(=O)Cc2cc(NC(=O)Nc3ccccc3)ccc2O[C@H]1CN(C)S(=O)(=O)c1ccccc1	1	-0.5
Cc1cccc(S(=O)(=O)N[C@@H]2CC[C@@H](CCNS(=O)(=O)c3ccccc3F)O[C@H]2CO)c1	10	-0.4
COCC(=O)N1C[C@@H](C)[C@H](OC)CN(C)C(=O)c2ccc(NC(=O)c3ccc(-c4ccccc4)cc3)cc2OC[C@H]1C	-23	0.2
Cc1ccc(-c2ccc3c(c2)O[C@H](CN(C)C(=O)Nc2ccccc2)[C@@H](C)CN([C@@H](C)CO)S3(=O)=O)cc1	-21	0.0
